# G9a inh: G9a (human) methyltransferase inhibition. AID 504332. G9a H3K9 monomethylation, AlphaScreen, 2 h. 350,000 tested, 8.8% active. Q96KQ7. Potency, µM (series often up to 102 µM), for the others: top-dose activity, negative = inhibition, actives largely listed as inhibitors; further: potency means the concentration at half of the fitted maximal effect; on the % scale 0 is the no-effect control and ±100 the full control effect; nearly all actives have a fitted effect of over 75% in size
#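 Chemiluminescent proximity detection of H3K9 monomethylation, read after 10 min bead incubation in the dark. Reaction: 20 nM G9a, 500 nM biotin-H3K9 peptide, 20 uM SAM cofactor, 2 h, room temperature, following 15 min enzyme-compound preincubation.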
# GLS inhibitor: inhibitors of human glutaminase (GLS). O94925. GLS enzymatic activity, qHTS titration. Potency, µM (doses to about 45.5 µM), without a hit: at the top dose activity change, negative = inhibition, actives largely listed as inhibitors. 410,000 tested, 0.21% active. AID 624170; further: potency means the concentration at half of the fitted maximal effect; on the % scale 0 is the no-effect control and ±100 the full control effect
#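 Compounds were pin-transferred onto hKGA, after which L-glutamine (1 mM solution) and a detection mix of glutamate oxidase, HRP and Amplex Red were added. Initial and 30 min RT fluorescence reads were collected.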
# HP1b binding inh: HP1-beta chromodomain-methylated histone interaction inhibition. P83916. AlphaScreen HP1-beta / biotin-H3K9me3 peptide binding. Potency, µM (highest dose often 114 µM), inactives show top-dose activity change, negative = inhibition, actives largely listed as inhibitors. 390,000 tested, 0.56% active. AID 540317; further: potency means the concentration at half of the fitted maximal effect; nearly all actives have a fitted effect of over 70% in size; inactives centre near 23
#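 AlphaScreen: HP1-beta (50 nM) preformed 30 min with biotin-H3(1-18)K9me3 peptide (50 nM) in PBS pH 7.4, 0.01% Tween-20. Compound added for 30 min at RT, then streptavidin donor/nickel chelate acceptor beads (10 ug/mL) for 30 min.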
# PGK inhibitor: inhibitors of T. brucei phosphoglycerate kinase; PGK/GAPDH coupled, Kinase-Glo luminescence, 60 min; 380,000 tested, 0.043% active; Potency, µM (top dose mostly 57.5 µM), inactives show at the top dose activity change, negative = inhibition, actives largely listed as inhibitors; AID 602233; further: potency means the concentration at half of the fitted maximal effect; on the % scale 0 is the no-effect control and ±100 the full control effect; nearly all actives have a fitted effect of over 60% in size
#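 Luminescent ATP detection (Kinase-Glo Plus) follows a 60-minute room-temperature incubation, with wells lacking PGK as controls. Buffer: 100 mM TEA (pH 7.6), 5 mM MgCl2, 0.01% Tween-20. Coupling enzyme GAPDH (100 nM final) supplies unstable 1,3-BPG in-well.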
# JMJD2A Tudor inh: JMJD2A Tudor domain (human) inhibition; O75164; AlphaScreen JMJD2A-Tudor / H3K4me3 peptide binding; Potency, µM (highest dose often 114 µM), without a hit: top-dose activity change, negative = inhibition, actives largely listed as inhibitors; 390,000 tested, 4.4% active; further: potency means the concentration at half of the fitted maximal effect; on the % scale 0 is the no-effect control and ±100 the full control effect; nearly all actives have a fitted effect of over 50% in size
# ERG-DNA inh: inhibitors of human ERG Ets domain-DNA interaction; Potency, µM (titrated, usually from 76.9 µM), for inactives: at the highest dose FP activity, negative = inhibition, usual class: inhibitors; fluorescence polarization, His-ERG Ets domain / labelled DNA; P11308; AID 624246; 370,000 tested, 0.028% active; active means well fitted inhibition curve with a large enough effect in the polarisation, with a control signal flat; inconclusive means small, poorly fitted or top-dose-only effect, or effect the other way, or a change in a side signal; inactive means no such curve, though single readings can be large or run the other way; the % refers to the polarisation;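 further: polarization taken with two DNA probes labelled with fluorescein and Texas red; potency means the concentration at half of the fitted maximal effect; % of control where 0% means no effect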
#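 His-tagged ERG Ets domain (1 uM in the protein solution; 300mM KCl, 50mM Tris-HCl, 1mM EDTA, 1mM DTT, pH 7.5) received compound, then a probe mix of 5 nM fluorescein-DNA and 100nM Texas-615-DNA. Fluorescence polarization was read for both dyes.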
# Pin1 inh: blocks the human prolyl isomerase Pin1. Q13526. Pin1 FP peptide displacement, HiFluor488, 10 min. Potency, µM (series often up to 115 µM), without a hit: top-dose activity, negative = inhibition, hits mostly inhibitors. 390,000 tested, 0.009% active; active means well fitted inhibition curve with a large enough effect in the polarisation, with a control signal flat, not every such curve was filed as active; inconclusive means small, poorly fitted or top-dose-only effect, or effect the other way, or a change in a side signal; inactive means no such curve, though single readings can be large or run the other way; the % refers to the polarisation; further: potency means the concentration at half of the fitted maximal effect; on the % scale 0 is the no-effect control and ±100 the full control effect
# PI4K2A block: blocks human PI4K2A kinase activity. purified PI4K2A, ADP-Glo luminescence, 1 h; active compounds read low. AID 1346378. activity change, negative = inhibition, % at 76.9 µM. Q9BTU6. 420,000 tested, 0.13% active; in the data active means activity change below about -50%; inconclusive means mostly about -30% to -49%;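 further: -100% = wells without enzyme as full effect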
#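 Compounds are screened against recombinant PI4K2A using PI as substrate and ATP, the latter dispensed at 300 microM. Reactions run one hour at ambient temperature before ADP-Glo detection; full inhibition defined by wells lacking enzyme.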
# BAZ2B inh: blocks human BAZ2B; AlphaScreen BAZ2B-H3K14Ac peptide displacement; Potency, µM (titrated, usually from 114 µM), inactives show at the top dose activity change, negative = inhibition, actives largely listed as inhibitors; 360,000 tested, 4.4% active; Q9UIF8; further: potency means the concentration at half of the fitted maximal effect; on the % scale 0 is the no-effect control and ±100 the full control effect; nearly all actives have a fitted effect of over 60% in size
#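 Multi-concentration screen (max 110 uM) measuring displacement of acetylated histone H3 peptide from BAZ2B by AlphaScreen, using 50 nM protein, 50 nM peptide and 10 ug/mL streptavidin donor plus Ni-chelate acceptor beads.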
# The depositor's hits bear a star; i = inactive; ? = inconclusive; . = no result given; & = joins results of further samples; [ ] = remark or other dose. Unless noted, the call rests on the fitted dose curve; in most records, active means well fitted curve in the direction sought with a large enough effect; inconclusive means small, poorly fitted or top-dose-only effect, or another doubt; inactive means no such curve, though single readings can be large; an effect the other way counts as inactive or inconclusive.
# Order of values: G9a inh	GLS inhibitor	HP1b binding inh	PGK inhibitor	JMJD2A Tudor inh	ERG-DNA inh	Pin1 inh	PI4K2A block	BAZ2B inh
> O=C(CN1CCN(S(=O)(=O)c2ccc(Cl)cc2)CC1)NC1CCCC1
 : .	10%	33%	7%	-9%	6%	1%	2	-6%
> COc1ccc(/C=C2\SC(=S)N(CCC(=O)Nc3ccccc3C(=O)O)C2=O)cc1
 : 71µM*	3%	?	1%	?	1%	-2%	0	?
> COC(=O)c1sccc1NC(=O)COc1ccc(Cl)cc1
 : 4%[59 µM]	0%	15%	0%	-1%	3%	5%	-3	11%
> COc1ccccc1C(=O)NCC(=O)OCc1csc(-c2ccccc2)n1
 : 3%[59 µM]	-3%	28%	-1%	-8%	-8%	-8%	-6	-4%
> COc1cccc(NC(=O)Nc2cc(NC(=O)Nc3cccc(OC)c3)c(C)nc2C)c1
 : -17%[59 µM]	5%	16%	i	-32%	10%	1%	1	5%
> N#Cc1cccc(S(=O)(=O)Nc2c(NC3CCCCC3)c3ccccc3oc2=O)c1
 : ?	24%	14%	i	-31%	6%	-8%	-2	-12%
> CC(=O)N1c2ccc(S(=O)(=O)NCCC(=O)NC3CCC(C)CC3)cc2CC1C (stereo not drawn)
 : -2%	0%	41%[activator]	-6%	-5%	11%	-7%	8	-17%
> CCOc1ccc(C2C(C#N)=C(N)N(N(C)C)C3=C2C(=O)CC(C)(C)C3)cc1 (stereo not drawn)
 : 35µM*	1%	30%	3%	-3%	-8%	3%	-2	-2%
> COc1ccc(Cn2c(=O)c3c(nc(NCCO)n3C)n(C)c2=O)cc1
 : -8%[59 µM]	-5%	39%[activator]	-2%	-28%	1%	0%	4	1%
> CC(C)(C)OC(=O)N(CCc1ccccc1)Cc1ccc(OCc2cccc(NC(=O)C3CCCC3)c2)cc1
 : .	-1%	50%[activator]	-7%	-7%	1%	-1%	0	.
> COc1ccc(CCNC(=O)COc2nsnc2N2CCOCC2)cc1OC
 : 0%[59 µM]	-11%	11%	-2%	-19%	-5%	-9%	4	-4%
> COc1ccc(-c2cc(C(F)(F)F)n3nc(C(=O)N4CCOCC4)nc3n2)cc1
 : -3%[59 µM]	-9%	45%[activator]	-9%	1%	-7%	-9%	0	-1%
> COC(=O)[C@H](C)NC(=O)N1CCC(Cc2ccccc2)CC1
 : 2%	2%	22%	-7%	-10%	2%	-10%	-3	-17%
> Cc1coc2c(C)c3oc(=O)c(CC(=O)NCCc4ccc(Cl)cc4)c(C)c3cc12
 : 6%[59 µM]	8%	42%[activator]	-8%	3%	0%	0%	1	3%
> COc1ccccc1NC(=O)CSc1nc(O)cc(=O)n1C
 : -4%[12.7 µM]	9%	30%[activator]	1%	-8%	4%	4%	2	-2%
> CC1CN(C)C(C)CC1OC(=O)C(c1ccccc1)c1ccccc1 (stereo not drawn)
 : .	-11%	33%	i	-30%	-5%	-5%	3	.
> CN(C(=O)COC(=O)C1CCN(S(=O)(=O)c2ccc3c(c2)OCCO3)CC1)c1ccccc1
 : -46%	9%	12%	-7%	-21%	-1%	-7%	-1	-7%
> COc1ccc(N2CCN(C3CCCN(Cc4ccc(F)cc4)C3)CC2)cc1 (stereo not drawn)
 : ?	17%	-16%	6%	-32%	-2%	-5%	2	?
> Cc1cc(C)c(S(=O)(=O)Nc2ccc(-c3ccc(N4CCC(C)CC4)nn3)cc2)cc1C
 : -24%[59 µM]	2%	14%[57 µM]	-9%	-22%	6%	15%	3	-16%
> COc1ccc(/C=N/NC(=O)Cn2c(Cc3ccc(OC)c(OC)c3)nc3ccccc32)cc1
 : 18%[59 µM]	-5%	43%[activator]	i	-5%[57.1 µM]	-5%	-3%	-3	-10%
> COCC(=O)N(C)C[C@H]1N[C@@](Cc2ccccc2)(C(=O)OC)[C@H]2C(=O)N(C)C(=O)[C@@H]12
 : .	-1%	46%[activator]	-6%	-11%	19%	-3%	0	.
> COc1ccc(-c2csc(N3CCN(Cc4ccc5c(c4)OCO5)CC3)n2)cc1
 : ?	2%	?	-2%	?	1%	17%	9	?
> CCC(C)NC(=O)C1CCN(S(=O)(=O)c2ccc3nc4c(c(C(=O)O)c3c2)CCCCC4)CC1 (stereo not drawn)
 : ?	-3%	67%[activator]	-4%	-9%	0%	-9%	-2	-27%
> O=C(N1CCN(c2ccccc2F)CC1)C1(S(=O)(=O)c2ccc(Cl)cc2)CC1
 : -10%	2%	11%	-8%	1%	8%	10%	-2	2%
> COc1ccc(C(CNC(=O)CCC(=O)c2ccc(C)s2)N2CCOCC2)cc1 (stereo not drawn)
 : -2%[12.7 µM]	-1%	32%	2%	-7%	3%	0%	-2	11%
> COc1ccc2cc(C(=O)NCc3ccc4c(c3)CCN4C(=O)c3ccccc3)[nH]c2c1
 : -4%[59 µM]	-1%	17%	9%	-16%	0%	24%	2	-16%
> COc1cccc2sc(N(CCN(C)C)C(=O)/C=C/c3cccs3)nc12
 : 16µM*	3%	11%	-2%	-33%	5%	-1%	5	.
> CC(C)CN(C(=O)COC(=O)c1ccc(Br)o1)c1c(N)n(Cc2ccccc2)c(=O)[nH]c1=O
 : -3%[12.7 µM]	2%	12%	4%	-3%	-1%	3%	0	13%
> CCN1C(=O)N/C(=C/c2ccc(C)o2)C1=O
 : ?	-2%	17%	-6%	-31%	10%	1%	-1	-35%
> O=c1[nH]c(=O)c2nc3ccccc3nc2[nH]1
 : 46%&-3%[activator][12.7 µM]	2%	26%	-1%	5%	.	?	2&-1	1%
> CC1CCN(C(=O)CN2C(=O)C(=O)c3ccccc32)CC1
 : -7%	6%	-13%	-5%	-8%	-1%	-3%	-6	3%
> CC(C)(C)OC(=O)NCCCC[C@@H](C(=O)NCCCCCCCCCCC(=O)N1CCN(C(=O)OC(C)(C)C)CC1)n1cc(CCCC(=O)O)nn1
 : 17%[2.33 µM]	3%	31%	-1%	1%	-4%	-3%	-1	2%
> CCN(Cc1ccccc1)C(=O)CC1Oc2ccccc2NC1=O (stereo not drawn)
 : ?	-2%	38%	i	-20%	-1%	-1%	0	9%
> CC(C)[C@H](NS(=O)(=O)c1ccccc1)C(=O)OCC(=O)NCc1ccc2c(c1)OCO2
 : .	-11%	3%[57 µM]	-4%	-10%	5%	3%	-1	.
> CCOCCCN(C(=O)Cn1nnc(-c2ccc(C)o2)n1)C(C(=O)NC1CCCC1)c1ccc(C)o1 (stereo not drawn)
 : ?	-8%	4%	i	-11%	-3%	2%	4	-24%
> CCN(CC)C(=O)Cn1c(=O)n(CCCCCC(=O)NCc2ccc(C)cc2)c(=O)c2sccc21
 : 6%[59 µM]	1%	33%	.	3%	4%	-3%	-1	0%
> CCNC(=O)NC(=O)C(C)Sc1ncc(C(F)(F)F)cc1Cl (stereo not drawn)
 : 11%	2%	23%	-4%	-12%	-7%	-10%	3	-1%
> CSc1ncc(Cl)c(C(=O)Nc2ccc(NC(C)=O)cc2)n1
 : -3%	16%&-1%	21%&12%	7%	-8%&-19%	2%&8%	-3%&-9%	-2&-1	-21%&-12%
> Cc1nc2nc(CSc3nc4ccccc4s3)cc(=O)n2[nH]1
 : ?	26%	36%[activator]	-6%	-19%	7%	-2%	0	-34%
> Cc1cnc(NC(=O)CCCSc2nc3ccccc3s2)s1
 : -13%	1%	29%	-5%	-10%	-10%	14%	-3	7%

# Pulled by compound from above, 5 records:
# Order of values: G9a inh	GLS inhibitor	HP1b binding inh	PGK inhibitor	JMJD2A Tudor inh	ERG-DNA inh	Pin1 inh	PI4K2A block	BAZ2B inh
> Cc1nc2nc(CSc3nc4ccccc4s3)cc(=O)n2[nH]1
 : ?	26%	36%[activator]	-6%	-19%	7%	-2%	0	-34%
> CSc1ncc(Cl)c(C(=O)Nc2ccc(NC(C)=O)cc2)n1
 : -3%	16%&-1%	21%&12%	7%	-8%&-19%	2%&8%	-3%&-9%	-2&-1	-21%&-12%
> CCOCCCN(C(=O)Cn1nnc(-c2ccc(C)o2)n1)C(C(=O)NC1CCCC1)c1ccc(C)o1 (stereo not drawn)
 : ?	-8%	4%	i	-11%	-3%	2%	4	-24%
> CC(C)[C@H](NS(=O)(=O)c1ccccc1)C(=O)OCC(=O)NCc1ccc2c(c1)OCO2
 : .	-11%	3%[57 µM]	-4%	-10%	5%	3%	-1	.
> CC(C)(C)OC(=O)NCCCC[C@@H](C(=O)NCCCCCCCCCCC(=O)N1CCN(C(=O)OC(C)(C)C)CC1)n1cc(CCCC(=O)O)nn1
 : 17%[2.33 µM]	3%	31%	-1%	1%	-4%	-3%	-1	2%

# Next part.
# Order of values: G9a inh	GLS inhibitor	HP1b binding inh	PGK inhibitor	JMJD2A Tudor inh	ERG-DNA inh	Pin1 inh	PI4K2A block	BAZ2B inh
> CCOC(=O)NNc1ccc2nonc2c1[N+](=O)[O-]
 : .	-4%	?	?	56µM*	-8%	?	?	40µM*
> Cc1cc(C)n(C(N)=NC(=O)c2ccc([N+](=O)[O-])cc2)n1
 : 3%	2%	19%	-4%	-17%	-4%	-1%	-8	-16%
> COc1ccc(/C=C/c2cc(O)cc(OC3OC(CO)C(O)C(O)C3O)c2)cc1 (stereo not drawn)
 : .	17%	18%	5%	-17%	-4%	6%	0	.
> COC(=O)Nc1ccc(SCC(=O)c2ccc(Cl)cc2)cc1
 : -33%	7%	41%[activator]	-1%	-22%	10%	-1%	-5	-20%
